# Bioassay records from PubChem BioAssay.
# Statin myotox sup – suppressors of simvastatin-induced myotoxicity in C2C12 myotubes. AID 602340. rescue of ATP level, % at 7.49 µM. 0.78% of 330,000 active. ATP luminescence, 48 h; scaled: DMSO 0, geranylgeraniol control 100;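 active = mean ATP rescue above about 67%, or every replicate alone reaching that limit, limit read from the data, passing the limit was not always enough; inconclusive = no clear call, values can overlap the other calls; inactive = mean under the limit and some replicate under it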;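 also: myotubes were challenged with 10 µM simvastatin during compound exposure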
# esBAF inh – SWI/SNF esBAF complex inhibition; 2% of 350,000 active; mouse ES cells, Bmi1-luciferase knock-in reporter, 24 h; 100% = twice the neutral-well signal; reporter increase, % at 12.5 µM; in the data active = activation above about 40%; inconclusive = no clear call, values can overlap the other calls;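 also: 0% = median of the plate's neutral control wells and 100% = double that signal; a rise in the Bmi1 reporter signal indicates esBAF inhibition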
# Numbers without * were called inactive; ? = inconclusive. Not all compounds are listed; rates above refer to the full screens.
canonical_smiles	Statin myotox sup	esBAF inh
COc1ccc(C)cc1S(=O)(=O)N(CC(N)=O)Cc1ccccc1	-6	1
CCCCn1c(=O)n(Cc2cccc(F)c2)c(=O)c2c1ncn2Cc1ccco1	56	-10
O=C(Nc1ccccc1N1CCN(C(=O)c2ccccc2)CC1)c1ccc2c(c1)OCO2	31	-7
O=C(NC1CCS(=O)(=O)C1)c1cccc(S(=O)(=O)N2CCOCC2)c1 (centres undefined)	-24	5
CCC(C)NC(=O)COc1ccc(S(=O)(=O)N2CCOCC2)cc1 (centres undefined)	6	-4
CCc1ccc(NC(=O)CSC2=C(C#N)C(c3ccc4c(c3)OCO4)CC(=O)N2)cc1 (centres undefined)	-20	3
C/C(=N\NC(=O)c1ccc(F)cc1)c1cccc(NC(=O)c2ccco2)c1	3	16
CCN(CCNC(=O)C1CC(=O)N(CCc2ccccc2)C1)c1ccccc1 (centres undefined)	-6	-15
COC(=O)Nc1ccc(S(=O)(=O)N2CCN(C)CC2)cc1	7	1
COc1cccc(Cn2nnc(C(=O)Nc3cc(C)ccc3OC)c2N)c1	23	-26
COc1cc(C(=O)N[C@H](C(=O)NC2CCCCCC2)C(C)C)cc(OC)c1OC	-6	0
COCCOc1nc2c(c(=O)n(C)c(=O)n2C)n1Cc1cccc(OC)c1	31	23
COc1ccc(-c2ccc(=O)n(CC(=O)Nc3ccc(C(=O)NC4CC4)cc3)n2)cc1OC	-12	5
CCOC(=O)c1ccccc1NS(=O)(=O)c1ccccc1F	4	-3
CCOc1ccc(OCCn2c(S(=O)(=O)O)nc3c(N)ncnc32)cc1	2	-4
COc1ccc(F)cc1S(=O)(=O)NC(Cc1ccccc1)C(N)=O (centres undefined)	8	5
Cc1ccc(-c2nc3ccccc3o2)cc1NC(=S)NC(=O)c1cccs1	-67	?
CCS(=O)(=O)N1CCCC(C(=O)NCc2ccc(C)cc2)C1 (centres undefined)	-8	-4
Cc1ccc(C)c2[nH]c(=O)c(CN(CC3CCCO3)S(=O)(=O)c3ccc4c(c3)OCCO4)cc12 (centres undefined)	-2	3
Cc1ccc(Sc2c(C=O)c3ccccc3n2C)cc1	-60	-10

# The listing continues.
canonical_smiles	Statin myotox sup	esBAF inh
NC(=O)c1nsc(C(=O)N(CC(=O)NCc2ccco2)c2ccccc2F)c1N	18	1
CCOC(=O)c1ccc(NC(=O)CCc2ccc(C)o2)cc1	5	7
CCc1cc(=O)oc2c(C)c(OCC(=O)NC3CC(C)(C)NC(C)(C)C3)ccc12	-5	1
Cc1ccn2cc(-c3nonc3C)cc2c1	4	32
CCCCn1c(N)c(N(CC(C)C)C(=O)c2cc3c(s2)CCC3)c(=O)[nH]c1=O	-6	2
CSc1nc2ccccc2cc1/C=C(\C#N)c1ccc(Cl)c(Cl)c1	-6	2
Cc1cc(NC(=O)CSc2nccn2-c2ccc(Cl)cc2)no1	-4	0
O=c1[nH]c(CN2CCN(Cc3ccc4c(c3)OCO4)CC2)nc2ccccc12	4	-2
Cc1cc(NC(=O)c2sccc2C)n(-c2cccc(Cl)c2)n1	30	-6
Cc1ccc(NC(=O)c2c(Cl)n(C)c3ccccc23)cc1	-48	67*
Cn1c2c(c(=O)n(C)c1=O)C(NC(=O)c1ccco1)(C(F)(F)F)C(=O)N2 (centres undefined)	14	-8
O=C(NCC(=O)N1CCN(c2ncccn2)CC1)c1cccs1	4	3
Cc1cccc(OCc2nnc(SCc3nc4ccccc4c(=O)[nH]3)o2)c1	-28	1
COC(=O)c1c(NC(=O)c2ccco2)sc2c1C(C(=O)OC)CC2 (centres undefined)	31	-2
CCCN1Cc2cccc(C(=O)Nc3ccc(S(=O)(=O)N4CCCCCC4)cc3)c2C1=O	-55	7
COc1cccc(OC)c1C(=O)Nc1nnc(C(C)C)s1	24	4
COc1ccc(-c2nnn(CCc3nn[nH]n3)n2)cc1	-8	-3
CCN(CC)c1ccc(/C=c2/sc3nnc(-c4ccccc4C)n3c2=O)cc1	-16	-4
COC(=O)c1c(NC(=O)CN2CCCC(C)C2)c2c(C)cccc2n1C (centres undefined)	-1	-2
CN(C)Cc1nc2c(c(=O)[nH]1)C(C)(C)Cc1ccccc1-2	-2	1

# Continued (2 carried over from the part before).
canonical_smiles	Statin myotox sup	esBAF inh
COC(=O)c1c(NC(=O)CN2CCCC(C)C2)c2c(C)cccc2n1C (centres undefined)	-1	-2
CN(C)Cc1nc2c(c(=O)[nH]1)C(C)(C)Cc1ccccc1-2	-2	1
CN1CCN(C(=O)c2cc(-c3ccco3)on2)CC1	-17	12
C=C(C)Cn1c(-c2ccc(OC)cc2)nc2ccccc21	-31	2
Cc1cc(C)nc(/N=c2/ssnc2Cl)c1	30	-4
CC(C)CC(=O)NN1CCCCC1	4	-1
COc1cccc(-c2csc(NC(C)=O)n2)c1	-1	78*
COc1cc(OC)c(NC(=O)CCc2nc(-c3ccc(C)cc3)no2)cc1Cl	-27	18
CCC1(C)Cc2ccccc2-c2c1c(=O)n(Cc1ccccc1)c1nnnn21 (centres undefined)	9	-1
COc1cccc(NC(=O)CSc2nnc(Cn3nnc4ccccc43)n2C)c1	11	-7
Cc1ccc(OCC(=O)NC(=S)Nc2ccc(Br)c(C)n2)cc1	-9	2
Cc1cc(C(F)(F)F)nn1Cc1n[nH]c(=S)n1Cc1ccccc1	7	-5
O=C(CSc1nnc(-c2ccccn2)n1-c1ccccc1)Nc1ccc2c(c1)OCO2	-4	-1
Nc1cc(Cl)ccc1N1CCOCC1	5	-6
COc1ccc(-c2ncccc2O)cc1	5	19
Cc1ccc(O)c(C(=O)c2cnn(C(=O)Cc3csc(C)n3)c2)c1	-14	4
N/C(=N\OC(=O)c1ccc(Cl)cc1Cl)c1ccc(Cl)cc1	-4	-4
Nc1ccc(Oc2ccc3nc(-c4ccccc4)c(-c4ccccc4)nc3c2)cc1	2	36
O=C(Cn1nnc(-c2cccc(C(F)(F)F)c2)n1)NC(=O)NCc1ccco1	-5	-6
O=C(CSc1nnc(CNc2ccc(F)cc2)o1)N1CCN(C(=O)c2ccco2)CC1	-4	3
CCCCN1C(=O)NC2NC(=O)NC21 (centres undefined)	-7	-1
CS(=O)(=O)N1CCN(c2ccccc2NC(=O)c2cccnc2)CC1	2	-8

# Next section
canonical_smiles	Statin myotox sup	esBAF inh
CCOc1ccc(-n2ccnc2SCC(=O)NCc2ccc3c(c2)OCO3)cc1	19	-6
CCCCNc1c(-c2ccc(SC(C)CC)cc2)nc2cnccn12 (centres undefined)	-8	10
COc1cccc(NC(=O)c2oc3ccccc3c2NC(=O)C(C)(C)C)c1	-121	-7
CC(C)CNc1cc(Cl)c(S(=O)(=O)NCC(C)C)cc1C(=O)O	-24	-7
CCNC(=O)c1ccc2c(c1)S(=O)(=O)c1ccccc1C2=O	-8	2
COc1cccc(OCC(=O)NNC(=O)c2cccs2)c1	9	-8
COc1cccc(C(=O)N2CCN(c3ncccn3)CC2)c1	2	-1
O=C(c1c(Cl)cccc1Cl)N1CCN(c2ccccn2)CC1	-2	5
O=C(Nc1cnn(Cc2ccc(F)cc2)c1)c1cnccn1	12	42*
CCOc1cc(S(=O)(=O)NCc2cccs2)ccc1Cl	30	-3
O=C(Nc1ccccc1N1CCOCC1)c1ccccc1[N+](=O)[O-]	3	-9
COc1ccc(CCNC(=O)c2nn(C)c3c2CS(=O)(=O)c2ccccc2-3)cc1OC	1	-8
Clc1ccccc1OCCn1cnc2ccccc21	6	51*
CCOC(=O)C1=C(C)OC(N)=C(C(=O)OCC)C1c1ccncc1 (centres undefined)	-15	-8
Cc1ccn2c(/C=N/OCc3ccc(F)cc3)c(-c3ccc(Cl)cc3)nc2c1	11	-6
Cc1cc(C)c(C#N)c(OCC(=O)Nc2ccccc2)n1	4	8
COc1ccccc1NC(=O)N(Cc1ccco1)Cc1cc2cccc(C)c2[nH]c1=O	-20	8
COc1ccccc1Nc1nc(N)nc(CN2CCC(Cc3ccccc3)CC2)n1	-15	-2
CC(C)(CC(=O)O)CC(=O)N1CCN(c2nc3ccc(Cl)cc3s2)CC1	6	13
COc1ccc(CNC(=O)C2COc3ccccc3O2)c(OC)c1 (centres undefined)	16	13

# Continued.
canonical_smiles	Statin myotox sup	esBAF inh
Cc1cccc(N(CC(=O)N2CCCC2)S(=O)(=O)c2ccccc2)c1	-2	-7
Cc1cc(C)c2c3c(sc2n1)C(=O)N(C)CC(=O)N3	-1	0
CC(C)(CNC(=O)c1cc(=O)[nH]c2ccccc12)N1CCOCC1	-3	-6
O=C(CN1CCN(C(=O)c2ccco2)CC1)Nc1ccc(Cl)c(C(F)(F)F)c1	6	-7
N#Cc1ccccc1Cn1cc(C#N)c2ccccc21	3	3
Cc1cc(NC(=O)C2C3C=CC(C3)C2C(=O)O)no1 (centres undefined)	-3	-2
O=C(ONC1=NCCCCC1)c1ccc(Cl)cc1	-2	4
Cc1c(C(Nc2ccccn2)c2ccccc2)c(=O)n(-c2ccccc2)n1C (centres undefined)	81*	0
Cc1nc2sc(C(c3cccc(F)c3)N3CCOCC3)c(O)n2n1 (centres undefined)	1	-12
CCCN(CCC(=O)Nc1ccccc1F)CC1CC1	15	3
COc1ccccc1OC(=O)c1ccc(SC)cc1OC	4	3
Cc1ccc2nc(N3CCN(S(=O)(=O)c4ccc(C)c(Cl)c4)CC3)c(C#N)cc2c1	-26	-1
O=c1[nH]c2ccccc2n2c(-c3ccccc3)nnc12	14	-2
CC1=C(C(=O)OC(C)C)C(C)NC(=O)N1 (centres undefined)	-3	0
CCOc1nc(NCc2ccco2)nc(Nc2ccccc2F)n1	19	67*
Cc1ccc(C(Sc2ccccc2)C(Cn2cncn2)C(=O)c2ccccc2)cc1 (centres undefined)	17	-1
O=C(NCCCN1CCN(C2CCCCC2)CC1)Nc1ccccc1C(F)(F)F	-9	-3
Cc1cc(C)n2ncc(C(=O)Nc3ccc4c(c3)OCO4)c2n1	-4	13
COc1ccc2oc(=O)c(C(=O)O)cc2c1	1	-3
CCN(CC(=O)Nc1ccccc1OC)C(=O)Cn1cnc2ccccc2c1=O	8	-8

# Going on with the list.
canonical_smiles	Statin myotox sup	esBAF inh
O=C(COc1ccc(F)cc1)NC1CC1	-4	4
COc1ccccc1-c1coc2c(CN3CCN(CCO)CC3)c(O)ccc2c1=O	-2	-3
COc1ccc(-c2cc(=O)oc3c(C)c(OCc4nn[nH]n4)ccc23)cc1	30	-3
Cc1cccc(N(CC(=O)N/N=C/c2cc([N+](=O)[O-])ccc2Cl)S(C)(=O)=O)c1C	-6	1
CCOc1ccc(S(=O)(=O)NCCC2=CCCCC2)c2ccccc12	49	-15
COc1ccc(CN2CCN(C(=O)CC(C)C)CC2)c2ccccc12	18	7
COc1ccc(-c2nc3nc(C)c(Cc4ccccc4)c(=O)n3[nH]2)cc1	6	6
Cc1cccc(N(CC(=O)NCCC2=CCCCC2)S(C)(=O)=O)c1C	43	2
Cc1ccc(-c2csc3nc(C)n(-n4cccc4)c(=O)c23)o1	17	-1
Cc1cccc(-n2c(N)cc(=O)nc2SCC(=O)Nc2ccccc2)c1	3	-2
Nc1nc(-c2ccccc2)c(-c2ccccc2)s1	-6	-9
Cc1ccccc1CNC(=O)c1ccccc1N	-18	-5
CCCC(=O)Nc1nnc(COC)s1	5	-7
CCCN(CCC)C(=O)CCS(=O)(=O)c1cccc2nsnc12	0	1
CCS(=O)(=O)c1ccc(C(=O)Nc2ccccc2)c(Cl)c1Cl	-5	0
CC(=O)C(C)Oc1ccc2c3c(c(=O)oc2c1)CCCCC3 (centres undefined)	-9	66*
Cc1ccc(C(=O)NCCCNCCCNC(=O)c2ccc(C)nc2)cn1	-4	-7
CCCC(C(=O)NC1CCCC1)N(Cc1cccs1)C(=O)c1snc(C(N)=O)c1N (centres undefined)	-2	-14
O=C1Nc2ccc([N+](=O)[O-])cc2C1(O)N1CCCCC1 (centres undefined)	5	0
CN1C(=O)c2cccc(NCCCCCCN3C(=O)c4ccccc4C3=O)c2C1=O	7	-28

# An excerpt from above in order of their number in esBAF inh, descending:
molecule | esBAF inh
Clc1ccccc1OCCn1cnc2ccccc21 | 51*
Cc1cccc(N(CC(=O)N/N=C/c2cc([N+](=O)[O-])ccc2Cl)S(C)(=O)=O)c1C | 1
CS(=O)(=O)N1CCN(c2ccccc2NC(=O)c2cccnc2)CC1 | -8

# Returning to the listing, repeating the 3 entries before the break.
canonical_smiles	Statin myotox sup	esBAF inh
CCCC(C(=O)NC1CCCC1)N(Cc1cccs1)C(=O)c1snc(C(N)=O)c1N (centres undefined)	-2	-14
O=C1Nc2ccc([N+](=O)[O-])cc2C1(O)N1CCCCC1 (centres undefined)	5	0
CN1C(=O)c2cccc(NCCCCCCN3C(=O)c4ccccc4C3=O)c2C1=O	7	-28
C=CCn1c(SCC(=O)Nc2c(C)cccc2C)nnc1-c1ccncc1	2	-9
O=C(Cn1nnc2c(cnn2-c2ccccc2)c1=O)NCc1cccs1	4	17
COc1ccccc1NC(=O)CSC1CC(=O)N(c2ccc3c(c2)OCO3)C1=O (centres undefined)	-6	-5
CS(=O)(=O)N1CCN(c2ccccc2NC(=O)c2ccc(-c3ccc(Br)cc3)o2)CC1	-2	10
Cc1nn(C(=O)c2ccco2)c(C)c1Br	23	-8
CC(NS(=O)(=O)c1ccc(OCC(=O)N2CCOCC2)c(Cl)c1)c1ccccc1 (centres undefined)	-1	-4
COc1ccc(C(=O)N/N=C(\C)Cn2nc([N+](=O)[O-])cc2C)cc1	-8	0
Cc1cc(Br)ccc1OCCCCNC(C)(C)C	-13	-14
Cc1ccc(C)c(NS(=O)(=O)c2cc(C(N)=O)ccc2C)c1	5	-1
